NR1D1 modulator: Rev-erb alpha (human) modulation. P20393. Rev-erbα–FITC-DNA binding, fluorescence polarization, 90 min. activity, % at 10 µM. hit rate 0.79% among 370,000. AID 1259318;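 active = activity above about 14%, limit read from the data; passing the limit was not always enough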;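 note: 0% = DMSO wells with 35 nM protein and 100% = DMSO wells with 750 nM protein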
Target sequence (P20393 whole entry, looked up): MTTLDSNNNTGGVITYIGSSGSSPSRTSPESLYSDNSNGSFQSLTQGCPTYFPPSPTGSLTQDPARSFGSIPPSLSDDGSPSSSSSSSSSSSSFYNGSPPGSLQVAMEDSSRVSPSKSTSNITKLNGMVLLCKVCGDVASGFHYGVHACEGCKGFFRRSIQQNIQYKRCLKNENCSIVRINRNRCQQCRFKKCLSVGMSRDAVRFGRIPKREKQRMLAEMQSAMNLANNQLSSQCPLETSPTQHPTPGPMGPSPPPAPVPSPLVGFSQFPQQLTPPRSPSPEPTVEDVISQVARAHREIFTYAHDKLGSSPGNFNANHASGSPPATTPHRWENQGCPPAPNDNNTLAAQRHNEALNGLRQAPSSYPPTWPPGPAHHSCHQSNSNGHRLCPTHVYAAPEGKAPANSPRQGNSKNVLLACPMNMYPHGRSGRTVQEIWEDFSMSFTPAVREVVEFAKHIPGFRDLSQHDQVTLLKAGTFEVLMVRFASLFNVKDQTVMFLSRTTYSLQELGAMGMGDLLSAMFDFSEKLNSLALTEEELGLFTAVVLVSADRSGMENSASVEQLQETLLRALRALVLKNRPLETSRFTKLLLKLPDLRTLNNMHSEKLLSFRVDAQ
hcDAF-12 act: activators of H. contortus DAF-12 nuclear receptor. HEK293 hcDAF-12 lit1-tk-luc reporter, luminescence; 0% DMSO, 100% Δ7-dafachronic acid. activation, % at 6.8 µM. hit rate 1.4% among 370,000. AID 652067;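 active = activation above the mean of all tested compounds plus 3 SD, cut at about 5.5% in these data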;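 note: 100% = response to 3 µM Δ7-dafachronic acid high control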
PG9 binder: small molecules binding HIV-1 gp120 antibody PG9; TR-FRET gp120-PG9 antibody binding; inhibition, % at 6.7 µM; hit rate 0.43% among 360,000; AID 624416; in the data active = inhibition above about 8.5%
GAA850 FXN act: frataxin GAA850 promoter activation; hit rate 0.56% among 360,000; activation, % at 6 µM; HEK293 lucGAA850 FXN promoter luciferase reporter, 24 h; percent of 10 µM SAHA response;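 active = activation above the average of all compounds screened plus 3 SD, cutoff fixed separately per campaign, cut at about 7.5% in these data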;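 note: 0% = DMSO wells and 100% = 10 µM SAHA wells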
DAX1 inh-1: inhibits human nuclear receptor DAX1; P51843; HEK293 Gal4-DAX1 luciferase reporter, luminescence; inhibition, % at 6.75 µM; hit rate 0.99% among 340,000; AID 504766;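 active = inhibition above the mean over all tested compounds plus 3 SD, cut at about 4.2% in these data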;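 note: 0% = DAX1-transfected cells with DMSO and 100% = empty-vector control cells with DMSO; inhibition shows as a rise in luminescence from relieved DAX1 repression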
Target sequence (P51843 207-470 limits assumed): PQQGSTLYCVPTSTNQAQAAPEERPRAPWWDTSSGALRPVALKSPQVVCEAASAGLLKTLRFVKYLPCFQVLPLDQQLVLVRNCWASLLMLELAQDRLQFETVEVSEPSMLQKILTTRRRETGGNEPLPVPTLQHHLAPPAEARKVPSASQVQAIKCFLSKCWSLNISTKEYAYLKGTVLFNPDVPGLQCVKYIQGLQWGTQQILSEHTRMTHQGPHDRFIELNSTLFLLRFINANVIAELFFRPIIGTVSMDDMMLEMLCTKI
DAX1 inh-2: inhibitors of DAX1 repression of SF-1 activated StAR promoter; inhibition, % at 6.8 µM; hit rate 1.1% among 370,000; AID 652010; HEK293T StAR-luciferase reporter, SF-1/DAX-1 repression relief;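 active = inhibition above the mean over all tested compounds plus 3 SD, cut at about 3.6% in these data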;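 note: 0% = DAX-1 cells with DMSO and 100% = cells lacking DAX-1 with DMSO; higher inhibition means more luminescence from relief of DAX-1 repression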
hgDAF12 agonist: agonists of H. glycines DAF-12 nuclear receptor; hit rate 1.8% among 370,000; HEK293 GAL4-hgDAF12 UAS-luciferase reporter, agonist luminescence; normalized to butyrate control; activation, % at 6.8 µM;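 active = activation above a cutoff set at the mean of all screened compounds plus 3 SD, cut at about 10% in these data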;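 note: 0% = DMSO wells and 100% = sodium butyrate wells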
SMARCA2 activ: SMARCA2 function activation, primary screen; MG213 cells, MMTV-luciferase reporter, dexamethasone, overnight; activation, % at 9.1 µM; hit rate 1% among 370,000; AID 652017; in the data active = activation above about 7.8%;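 note: 0% = vehicle wells and 100% = reference activator wells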
ssDAF12 agonist: activates DAF-12 receptor from parasite S. stercoralis | activation, % at 6.8 µM | hit rate 1% among 370,000 | HEK293 ssDAF-12/GRIP1 lit1-tk-luc reporter, luminescence; % of 3 µM dafachronic acid response;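 active = activation above the mean over all tested compounds plus 3 SD, cut at about 0.9% in these data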;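 note: 0% = DMSO-only wells and 100% = 3 µM delta7-dafachronic acid wells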
PLC-beta3 inh: PLC-beta3 (human) inhibition, primary screen; Q01970; Purified PLC-beta3, fluorogenic substrate, fluorescence; inhibition, % at 12.2 µM; hit rate 0.18% among 370,000; AID 720704; in the data active = inhibition above about 11%;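 note: 0% = median of compound wells on plate and 100% = full blocker control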
HGIII-sPLA2 inh: Inhibits HGIII-sPLA2 liposome hydrolysis, primary screen; AID 743126; Q9NZ20; QFRET BODIPY PC-A2 liposome hydrolysis, fluorescence; inhibition, % at 12.2 µM; hit rate 0.56% among 370,000;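 active = inhibition above mean plus 3 SD of compounds lying within the high and low control bounds, cut at about 19% in these data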;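 note: 0% = median of test compound wells and 100% = no enzyme DMSO wells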
* marks the source's active call; other numbers are inactive results; / = no result given.

SMILES	NR1D1 modulator	hcDAF-12 act	PG9 binder	GAA850 FXN act	DAX1 inh-1	DAX1 inh-2	hgDAF12 agonist	SMARCA2 activ	ssDAF12 agonist	PLC-beta3 inh	HGIII-sPLA2 inh
Nc1ccc(N2CCCCC2)c(S(=O)(=O)Nc2ccccc2Cl)c1	8	-1.2	0.9	-1.0	0.5	-0.4	5.2	-2	-0.2	-7	-17
COc1ccc(-c2cn[nH]c2-c2ccc(OCc3ccccc3)cc2O)cc1OC	4	-1.6	-1.4	-1.6	-2.5	-1.2	-2.6	-6	-1.8	-10	-48
COc1ccc2[nH]c3c(c2c1)CCN1C(=O)C(CC(=O)NCCc2ccccn2)C[C@H](C(=O)N2CCOCC2)[C@@]31C (some centres undefined)	4	0.6	0.8	0.1	-0.2	0.4	-0.3	8	-0.8	3	6
CCNC(=O)C1(C)CCN(Cc2ccccc2C#N)C1 (centres undefined)	1	-0.3	1.8	0.5	/	-0.3	1.1	-1	-1.1	2	-2
CNC(=O)CSc1nnc(-c2cccs2)o1	0	-0.2	-0.5	-0.1	-0.2	1.8	-2.2	-3	-1.0	1	9
S=c1[nH]nc(C2CCCCC2)n1/N=C/c1ccccc1Br	-1	1.0	0.9	2.0	-0.3	0.0	-0.8	-1	-1.5	-3	11
CC(C)N1CCc2c(sc(N)c2C#N)C1	-3	-0.7	1.3	0.2	-0.1	0.7	0.9	-2	-0.6	-56	-1
Cc1ccc(/C=C2\CCCC3=C2NC(=S)NC3c2ccc(C)cc2)cc1 (centres undefined)	1	-3.5	-0.8	5.0	-2.2	0.1	1.8	0	-1.7	0	-1
CC(C)(C)c1ccc(CNc2ccc([N+](=O)[O-])cn2)cc1	-1	3.2	2.2	5.2	-0.2	0.3	6.4	3	-1.0	5	-5
CC(=O)c1ccc(OCC(O)CN2CCN(S(=O)(=O)c3cccc(Br)c3)CC2)cc1 (centres undefined)	6	-1.6	-2.1	0.7	-1.7	-0.5	4.9	-1	-1.5	-4	-17
COc1cccc(N2C(=O)C3ON(c4ccccc4)C(c4cccs4)C3C2=O)c1 (centres undefined)	3	1.9	0.4	-1.6	-0.7	-0.4	1.1	-3	-1.1	-4	-6
Cc1cc(-c2onc(C)c2C(=O)N/N=C/c2ccccc2)no1	0	-2.8	0.4	0.7	2.0	0.1	0.2	0	-1.2	-3	-8
O=C(NCc1cccnc1)Nc1cc(Cl)cc(Cl)c1	-1	-0.5	-1.0	0.8	1.0	2.0	2.8	1	-0.1	-8	-33
Cc1[nH]ccc(=O)c1OC1OC(CO)C(O)C(O)C1O (centres undefined)	-5	-2.1	-0.8	0.4	0.2	0.0	1.3	0	-1.4	3	8
COC(=O)c1ccccc1NC(=O)C1CCN(C(=O)c2cc(OC)cc(OC)c2)CC1	-2	-1.7	0.0	-0.6	0.2	-0.7	-2.6	-2	-1.5	1	-4
CNc1cc(-c2ccc(OC)c(OC)c2)ncn1	6	4.5	-1.0	7.4	/	5.3*	12*	5	0.1	-9	2
COc1cc(OC)nc(Nc2nc(C(N)c3ccccc3Cl)cs2)n1 (centres undefined)	-3	-1.0	2.8	-2.2	/	-0.9	-0.7	-3	-1.3	0	11
CN(CC(=O)NCc1ccc(F)cc1)Cc1ccc(Br)cc1	-2	-1.0	-1.4	3.1	2.1	0.0	-3.7	-1	-1.3	0	-1
O=C(CSc1nnc2c(n1)[nH]c1ccccc12)Nc1ccc(N2CCOCC2)cc1	-3	-0.8	1.0	-9.8	-2.1	0.0	-1.5	-4	0.5	-6	8
Cc1c(NC(=O)CCCCCN2C(=O)c3ccccc3C2=O)c(=O)n(-c2ccccc2)n1C	4	-1.6	1.5	0.0	-0.9	-0.5	2.5	-4	-1.4	-2	19

The final 2 entries of the part above open the next one.
SMILES	NR1D1 modulator	hcDAF-12 act	PG9 binder	GAA850 FXN act	DAX1 inh-1	DAX1 inh-2	hgDAF12 agonist	SMARCA2 activ	ssDAF12 agonist	PLC-beta3 inh	HGIII-sPLA2 inh
O=C(CSc1nnc2c(n1)[nH]c1ccccc12)Nc1ccc(N2CCOCC2)cc1	-3	-0.8	1.0	-9.8	-2.1	0.0	-1.5	-4	0.5	-6	8
Cc1c(NC(=O)CCCCCN2C(=O)c3ccccc3C2=O)c(=O)n(-c2ccccc2)n1C	4	-1.6	1.5	0.0	-0.9	-0.5	2.5	-4	-1.4	-2	19
CC(C(=O)NCc1ccco1)n1nc(-c2ccccc2)c2cc(Cl)ccc21 (centres undefined)	12	1.4	9.9*	-0.5	-1.8	-1.0	2.1	-1	-1.4	3	-2
CCNC(=S)NNC(=O)c1cccc(Br)c1	0	-1.2	0.8	-0.4	0.3	0.8	-0.9	-1	-0.9	3	22*
COc1ccc2cc(C3=CCCC3(C)C(=O)O)ccc2c1 (centres undefined)	-2	0.5	-1.2	-0.5	0.0	1.7	-0.2	5	-0.9	-82	-9
CC(=O)c1ccccc1NC(=O)COc1ccc(N(C)S(=O)(=O)c2ccc(C)c(C)c2)cc1	11	1.3	-1.9	0.8	-1.0	0.5	2.1	-1	-0.2	-10	-8
COc1ccc(S(=O)(=O)N(C)C2CCN(C)CC2)cc1	9	-0.9	-0.4	0.2	0.1	0.3	-1.0	-2	-0.5	2	-1
OCCCNc1nc(-c2ccc(Cl)cc2)nc2ccccc12	-4	-0.5	-3.0	3.2	-1.0	0.1	0.8	4	-1.0	-15	-13
COc1ccc2c(c1)CC(C1(O)C(=O)N(C)c3ccccc31)C2=O (centres undefined)	-3	1.9	-1.6	1.1	1.2	-0.1	-0.6	-5	-0.8	1	3
CN(Cc1cccs1)C(=O)COC(=O)CNC(N)=O	1	2.6	-2.0	-1.1	1.1	1.8	-2.7	-3	-1.0	2	0
CCOC(=O)c1[nH]c2ccc(Cl)cc2c1NC(=O)/C=C/c1ccc2c(c1)OCO2	1	0.4	-1.1	1.5	1.0	-0.2	-1.8	0	-1.0	4	-2
CCN(CC)S(=O)(=O)c1ccc(N2CC(C(=O)NC3(C)CCS(=O)(=O)C3)CC2=O)cc1 (centres undefined)	9	1.4	-0.3	-0.6	0.8	-1.8	-0.1	-1	-0.6	-10	10
Cc1nn(-c2ccccc2)c(Cl)c1/C=N/NC(N)=O	6	-1.9	1.1	5.3	2.0	-0.1	0.5	-2	-1.8	0	5
N#Cc1ccccc1NC(=O)CN1C(=O)NC2(CCCC2)C1=O	-5	4.9	-1.3	0.8	4.7*	0.1	-1.2	-3	-0.8	-10	5
C/C=C1\COC(C(=O)NCc2ccccc2)(C(F)(F)F)C=C1C=C(C)C (centres undefined)	0	-0.3	-1.4	-1.3	0.3	-0.2	-0.4	-1	-1.2	-1	12
Cc1cc2cc3c(=O)[nH]c(=O)[nH]c3nc2cc1C	33*	-0.4	-0.4	/	/	0.2	3.4	-1	-1.1	-51	16
CNC[C@@H]1OCc2cnnn2CCCC(=O)N([C@@H](C)CO)C[C@H]1C	1	0.7	-0.8	/	/	-0.1	2.5	-4	-0.6	0	17
Cc1ccc(C(=O)N[C@@H](C)CN2C3=NC[C@H](C(C)C)N3C[C@H]2Cc2ccc(O)cc2)cc1Br	-3	1.3	2.7	0.7	-1.1	0.1	0.6	0	-1.0	-1	-14
COc1ccc(CCNC(=O)Cc2ccc(OC)c(OC)c2)cc1OC	-2	-1.3	1.1	2.2	2.0	-0.7	-1.6	1	-1.7	2	12
O=C1c2ccccc2C(=O)N1CCCCN(C(=O)c1cc([N+](=O)[O-])cc([N+](=O)[O-])c1)c1ccc(Cl)cc1	0	-1.3	-3.3	0.4	-0.8	-0.8	-0.7	-1	-1.8	2	-5
CCOc1ccc(C(C)=O)cc1N1C(=O)C2C(C1=O)C1C=CC2C12CC2 (centres undefined)	-3	3.5	1.6	1.0	0.6	-0.2	-1.3	-1	-1.4	1	5
CN(CC(=O)Nc1ccc(Cl)c(Cl)c1)CC(=O)N1CCCCCC1	-2	-0.4	-0.3	-2.5	-0.6	-0.6	-3.3	-5	-1.0	6	0
CCN(CC)c1ccc(/C=C/C(=O)C2C(=O)C=C(C)OC2=O)cc1 (centres undefined)	9	7.7*	-2.7	6.1	0.3	2.5	19*	5	0.3	-116	-4
Cc1cc(C)cc(NS(=O)(=O)c2ccc(F)cc2)c1	-2	-0.3	-1.2	1.4	0.5	-0.1	4.5	0	-1.2	-14	-9
CCCCC(=O)N1CC2(C)CN(C(=O)CCCC)CC(C)(C1)C2=O	2	0.1	-0.4	1.2	-0.1	0.7	0.6	0	-0.7	2	4
Cc1ccc(N=c2sc(C)c(C)n2C)cc1	1	-1.1	-1.4	4.8	3.9	1.6	2.9	3	-0.6	1	14
COc1ccccc1NC(=O)CSc1nnnn1-c1ccc(F)cc1	2	-1.4	-1.3	2.7	-1.1	-0.1	0.1	0	-1.1	-3	-6
CC1(C)Cc2c(sc(NC(=O)c3ccc(S(=O)(=O)N4CCCCCC4)cc3)c2C#N)C(C)(C)N1	-5	3.9	-1.9	1.4	0.3	1.5	-0.9	4	-1.3	-20	-13
COc1ccc(-n2nnnc2SCC(=O)c2ccc(OC)c(OC)c2)cc1	1	-1.1	0.1	0.1	-0.5	-0.8	-2.6	-3	-1.7	-4	-45
CC(C)Oc1cccc(C(=O)Nc2ccccc2N2CCOCC2)c1	-3	-0.1	-0.1	2.8	0.6	-0.7	0.7	-3	-1.3	-1	-5
CC1=CC2(O)OCCN(CCO)C2=CC1=O (centres undefined)	/	-2.4	-1.8	-0.9	-0.3	-0.8	-1.7	-3	-2.2	-1	1
CCOCc1nnc(NC(=O)CCC2CCCCC2)s1	-9	-1.1	-2.6	1.7	0.2	-0.1	0.3	1	-1.0	-6	-9
Cc1ccc(C)c(NC(=S)NC(C)C(c2cccs2)N2CCOCC2)c1 (centres undefined)	2	-0.8	-3.0	0.3	2.4	0.4	0.6	2	-2.0	4	2
O=C(NC1CS(=O)(=O)CC1NCc1ccco1)c1ccccc1 (centres undefined)	-1	0.0	0.7	-2.8	0.4	0.0	-1.4	0	-1.1	0	4
O=C(Nc1nccs1)c1ccc(S(=O)(=O)c2ccccc2)cc1	-3	-0.5	-1.3	2.4	-0.2	1.3	-1.1	-4	-0.8	2	0
CCCCn1c(N)c(N(CCOC)C(=O)c2cc(-c3ccc(C)cc3)nc3ccccc23)c(=O)[nH]c1=O	2	-1.1	1.2	1.2	-0.7	-0.2	0.9	-2	-1.0	-15	6
Cc1[nH]c(C)c(S(=O)(=O)NCc2ccc(F)cc2)c1C(=O)N1CCCC1	1	0.8	-4.0	1.2	-0.1	0.4	-2.1	1	-1.2	-4	6
COc1cccc(-n2nc(C(N)=O)c(O)cc2=O)c1	2	-1.1	-3.0	2.5	0.7	0.9	0.7	1	-1.1	-3	4
O=C(OCC(=O)N1CCN(C(=O)c2ccco2)CC1)c1ccc(Cl)c(Cl)c1	3	-0.4	-0.5	0.2	0.7	-0.3	-0.5	6	-0.5	-6	2
C[C@H]1CN([C@@H](C)CO)S(=O)(=O)c2ccc(-c3cccc(F)c3)cc2O[C@@H]1CN(C)C	4	-0.8	1.0	0.0	0.7	0.3	-1.5	-5	-1.3	-3	5
COc1ccc(NC(=O)Nc2ccc3nsnc3c2)cc1	-2	0.8	-1.3	1.3	1.4	2.7	16*	2	-1.0	-34	-32
